# Source: PubChem
# Integrin act MD = qHTS for Activators of Integrin-Mediated Alleviation for Muscular Dystrophy; alpha7betagal myoblasts, beta-gal FDG fluorescence, 48 h; Potency, µM (series often up to 38.3 µM), inactives show top-dose activation, hits mostly activators; 350,000 tested, 0.064% active; AID 624291, 2012;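 note: potency is the fitted concentration of half-maximal effect; 100% = response of the positive control SU9516; nearly all actives have a fitted effect of over 60% in size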
#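 Alpha7betagal+/- myoblasts (passage 13) were plated 16-24 hr, then exposed to compounds (1:260 dilution of DMSO stock) for 48 hours at 37C. After MPER lysis, β-galactosidase reporter activity was read as FDG fluorescence (ex 480/em 540) after 30 minutes.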
# B2AR arrestin = qHTS assay of beta-arrestin-biased ligands of beta2-adrenergic receptor | Beta-2 adrenergic receptor (Homo sapiens), P07550 | Potency, µM (doses to about 46.1 µM), without a hit: at the top dose activation, hits mostly activators | 330,000 tested, 0.02% active | AID 492947, 2010 | beta-arrestin recruitment to beta2AR, cell-based reporter;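 note: potency is the fitted concentration of half-maximal effect; 0% = DMSO controls and full agonism = EC100 isoproterenol or metaproterenol; nearly all actives have a fitted effect of over 65% in size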
# Target sequence (P07550 whole entry, looked up): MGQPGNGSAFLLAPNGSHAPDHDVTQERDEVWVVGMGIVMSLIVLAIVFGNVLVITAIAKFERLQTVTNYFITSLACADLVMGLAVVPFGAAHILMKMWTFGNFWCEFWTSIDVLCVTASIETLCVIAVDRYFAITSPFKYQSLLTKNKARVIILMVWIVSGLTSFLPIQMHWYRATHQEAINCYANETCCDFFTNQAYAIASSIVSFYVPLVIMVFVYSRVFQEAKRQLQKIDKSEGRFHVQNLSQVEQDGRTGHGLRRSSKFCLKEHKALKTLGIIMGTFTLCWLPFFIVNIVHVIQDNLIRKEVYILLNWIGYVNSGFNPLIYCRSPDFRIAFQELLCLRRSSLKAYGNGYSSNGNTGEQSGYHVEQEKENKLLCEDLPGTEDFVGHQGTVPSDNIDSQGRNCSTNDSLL
# p53 reactivation = qHTS assay for re-activators of p53 using a Luc reporter. H1299 p53-A138V BP100-luciferase reporter, luminescence, 24 h. Potency, µM (titrated, usually from 92.2 µM), for inactives: at the highest dose activity change, positive = activation, most hits filed as activators. 320,000 tested, 0.063% active; note: potency is the fitted concentration of half-maximal effect; % of control where 0% means no effect; nearly all actives have a fitted effect of over 45% in size
#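 H1299 (p53-null), stable ts p53-A138V + BP100-Luc; 1000 cells/well, Opti-MEM/10% FBS; cpd 4 pt, 1:5; 24 h, 37 deg C, 5% CO2; detection reagent 10 min RT; luminescence.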
# TRPV1 agonist = HTS Assay for Compounds that Act as Agonists of the Vanilloid Receptor 1; Transient receptor potential cation channel subfamily V member 1 (Homo sapiens), Q8NER1; TRPV1-expressing cells, Fluo-8 calcium influx, agonist mode; activation, % at 8.33 µM; 320,000 tested, 0.19% active; AID 540275, 2011; in the data active = activation above about 80%; inconclusive = between about 30% and that limit; note: 0% is about no effect
#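 Cells expressing TRPV1 were dye-loaded with Fluo-8 and read kinetically: 10 s baseline, 3 min after compound (agonist portion), then 2 min after EC20 capsaicin (allosteric enhancer portion). Calcium-bound dye fluorescence at 480/520 nm.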
# CXXC DNA block = qHTS Fluorescence Polarization Assay for Inhibitors of MLL CXXC domain - DNA interaction; Histone-lysine N-methyltransferase 2A (Homo sapiens), Q03164; MLL-CXXC / FITC-HOXA9 DNA fluorescence polarization; Potency, µM (top dose mostly 115 µM), without a hit: top-dose activity change, negative = inhibition, actives largely listed as inhibitors; 290,000 tested, 0.037% active; AID 2662, 2010; active = well fitted inhibition curve with a large enough effect in the polarisation, with a control signal flat, not every such curve was filed as active; inconclusive = small, poorly fitted or top-dose-only effect, or effect the other way, or a change in a side signal; inactive = no such curve, though single readings can be large or run the other way; the % refers to the polarisation; note: potency is the fitted concentration of half-maximal effect
#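 Steps: dispense CXXC domain solution (7 uM) → pin compounds or unlabeled HOX-A9 DNA control → 5 min ambient → add FLSN-HOX-A9 solution (50 nM) → spin → 30 min ambient → fluorescence polarization. Tris pH 7.5/NaCl/DTT/BSA buffer.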
# ELG1 repair inh = qHTS screen for small molecules that inhibit ELG1-dependent DNA repair in human embryonic kidney (HEK293T) cells expressing luciferase-tagged ELG1; HEK293T ELG1-luciferase reporter, luminescence, 16 h; DNA damage induced by 5-fluorouridine; 330,000 tested, 2.3% active; Potency, µM (top dose mostly 46.1 µM), for the others: top-dose activity change, negative = inhibition, actives largely listed as inhibitors; note: potency is the fitted concentration of half-maximal effect; % is set by controls: 0 for no effect and ±100 for the full control effect; nearly all actives have a fitted effect of over 55% in size
#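 Luminescence from the luciferase reporter, measured 30 min after ONE-Glo reagent at room temperature, was the read-out. Beforehand, 2,000 cells per well were exposed for 16 hr at 37 °C to 5-fluorouridine together with compound or vehicle.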
# TSG101-PTAP inh = qHTS Assay for Iinhibitors of HIV-1 Budding by Blocking the Interaction of PTAP/TSG101; 340,000 tested, under 10 active; AID 493005, 2010; Potency, µM (top dose mostly 115 µM), for inactives: at the top dose activity change, negative = inhibition, usual class: inhibitors; Fluorescence polarization, FITC-PTAP peptide / Tsg101 binding; active = well fitted inhibition curve with a large enough effect in the main read-out, with a control signal flat, not every such curve was filed as active; inconclusive = small, poorly fitted or top-dose-only effect, or effect the other way, or a change in a side signal; inactive = no such curve, though single readings can be large or run the other way; note: potency is the fitted concentration of half-maximal effect; % of control where 0% means no effect
# Target sequence (Q99816 whole entry, looked up): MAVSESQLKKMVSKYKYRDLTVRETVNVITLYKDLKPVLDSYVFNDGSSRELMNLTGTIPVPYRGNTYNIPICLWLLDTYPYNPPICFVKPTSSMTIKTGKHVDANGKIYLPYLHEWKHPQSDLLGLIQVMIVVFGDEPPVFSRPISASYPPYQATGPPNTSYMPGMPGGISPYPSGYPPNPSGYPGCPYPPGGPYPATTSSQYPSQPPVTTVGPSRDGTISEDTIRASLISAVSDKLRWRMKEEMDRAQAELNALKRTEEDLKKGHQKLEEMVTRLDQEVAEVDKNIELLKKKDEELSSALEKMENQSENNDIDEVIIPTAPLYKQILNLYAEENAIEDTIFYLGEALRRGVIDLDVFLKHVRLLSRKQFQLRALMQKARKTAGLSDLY
#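 FP read-out: FITC-PTAP peptide, 50 nM final, binding Tsg101 binding domain, 10 uM final; 20 min, r.t.; 10 mM HEPES pH 7.5, 0.15 M NaCl, 0.01% Tween 20, 3 mM EDTA, 0.1 mM TCEP.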
# TCR act = Activators of T cell receptors: qHTS campaign; Potency, µM (titrated, usually from 9.22 µM), inactives show top-dose activation of IL-2 secretion, hits mostly activators; primary human leukocytes, anti-CD3, IL-2 HTRF, 48 h; 330,000 tested, under 10 active; note: % of control where 0% means no effect
#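 TCR engagement came from a-CD3 beads alone, with compounds added to primary human leukocytes for 48 hr. Secreted IL-2 bridged europium cryptate- and d2-labelled anti-IL-2 antibodies, giving FRET emission at 665nm after 320nm excitation.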
# A-T KAP1 phos = qHTS Assay for Identifying a Potential Treatment of Ataxia-Telangiectasia. […] A-T fibroblasts, KAP-1 phosphorylation AlphaLISA; neocarzinostatin DNA damage 30 min before lysis. Potency, µM (doses to about 57.5 µM), inactives show at the highest dose activation, usual class: activators. 320,000 tested, 0.19% active; note: potency is the fitted concentration of half-maximal effect; % of control where 0% means no effect; nearly all actives have a fitted effect of over 45% in size
#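 ATM-like activity read as KAP-1 phosphorylation via AlphaLISA donor/acceptor antibody pairs after lysis and 6 hr at 25C. Cells were ATM-null patient fibroblasts ([…], hTERT), dosed 60 min, then exposed to the DSB inducer NCS for 30 min.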
# BRCA1 expr act = qHTS Assay to Identify Small Molecule Activators of BRCA1 Expression; MCF7-BRCA1-FFLuc reporter, luminescence, 48 h; response scale: scaled: vehicle 0%, 10 µM genistein 100%; Potency, µM (doses to about 46.1 µM), inactives show at the highest dose activation, most hits filed as activators; 380,000 tested, 1.1% active; note: potency is the fitted concentration of half-maximal effect; nearly all actives have a fitted effect of over 80% in size; some results filed as inactive show a strong effect at the top dose
#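 Luminescence from a BRCA1-driven firefly luciferase in MCF7 cells was the read-out, taken 15 min after substrate addition following 48 h compound exposure at 37 °C. Data were normalized to a 10 microM genistein control and DMSO vehicle.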
# An asterisk follows results filed as active; ? = inconclusive; . = not tested or not shown; [ ] = another dose, or the depositor's remark. Unless noted, calls come from the whole dose curve; as a rule, active = well fitted curve in the direction sought with a large enough effect; inconclusive = small, poorly fitted or top-dose-only effect, or another doubt; inactive = no such curve, though single readings can be large; an effect the other way counts as inactive or inconclusive.
canonical_smiles,Integrin act MD,B2AR arrestin,p53 reactivation,TRPV1 agonist,CXXC DNA block,ELG1 repair inh,TSG101-PTAP inh,TCR act,A-T KAP1 phos,BRCA1 expr act
Cc1ccc(CNC(=O)CSc2nc(=O)n3ccccc3n2)cc1,7%,0.1%,12%,-3,.,0%,1%,3%,3%,-11%
O=C(NC(=S)N(CCCCO)C1CCCCC1)c1sc2ccccc2c1Cl,-53%[inhibitor],0.0%,3%,2,-20%,-2%,1%,-3%,-3%,-36%
Cc1ccccc1NC(=O)CSc1nc2ccccc2c(=O)n1CC1CCCO1 (stereo not given),-26%,0.4%,-8%,7,-6%,-5%,-2%,0%,1%,-29%
C[C@@H](CN1C2=NC[C@H](Cc3ccc(O)cc3)N2C[C@H]1Cc1ccc(O)cc1)NC(=O)CCC1CCCCC1,-7%,-0.4%,1%,7,10%,12%,-1%,-6%,4%,-8%
O=C(c1ccccc1Cl)N1CCC(n2cccc2)CC1,3%,0.4%,-2%,-1,9%,14%,0%,-11%,2%,-14%
CN(C)CCSc1nnc2[nH]c3ccccc3c2n1,-11%,0.2%,-5%,2,10%,10%,-2%,9%[46.1 µM],-3%,40%
CCOc1ccccc1-n1c(SCC(=O)Nc2nccs2)nnc1-c1ccoc1C,10%,0.0%,-16%,16,-2%,0%,-5%,-6%,-2%,-20%
CC(C)N1CCN(Cc2ccc(OCc3ccccc3)cc2)CC1CCO (stereo not given),-61%[inhibitor],-1.7%,5%,2,10%,8%,-4%,6%,1%,-2%
Cn1c(=NC(=O)COc2ccccc2)sc2cc(F)cc(F)c21,?,0.6%,4%,.,-5%,?,-4%,8%,-2%,21%
O=C(O)Cc1ccc(NC(=O)Nc2ccc(Br)cc2)cc1,14%,0.2%,1%,5,-3%,17%,-11%,-5%,6%[11.5 µM],13%
COc1cccc(CNC(=O)c2cc(C3CC3)nc3c2cnn3C(C)C)c1,-38%[inhibitor],4.9%,0%,?,.,?,0%,-4%,-1%,-40%
Cc1ccc(NC(=O)CN(c2ccccc2)S(=O)(=O)N(C)C)cc1C,4%,0.2%,20%,0,-4%,-17%,-6%,-4%[46.1 µM],-1%,-17%

# Next part:
canonical_smiles,Integrin act MD,B2AR arrestin,p53 reactivation,TRPV1 agonist,CXXC DNA block,ELG1 repair inh,TSG101-PTAP inh,TCR act,A-T KAP1 phos,BRCA1 expr act
COc1ccc(Cl)cc1NC(=O)COC(=O)c1ccc(Br)o1,-29%,-0.8%,6%,.,.,23%,-1%,4%,28%,26%
O=C(c1cc(-c2cccnc2)nc2ccccc12)N1CCCc2ccccc21,-21%,-0.2%,2%,4,5%,21µM*,-4%,-9%[46.1 µM],11%,-31%
Cc1ccc(CNC(=O)C2CCCN(S(=O)(=O)N3CCC(C)CC3)C2)cc1 (stereo not given),?,-1.0%,-4%,?,8%,4%,0%,1%,10%,3%
COc1ccc(-n2nnnc2SCC(=O)Nc2ccccc2F)cc1,?,0.0%,.,5,13%,?,1%,.,10%,-1%
COc1ccccc1-c1c(C)nn2c(N)c(-c3ccccc3)cnc12,-6%,0.2%,7%,26,7%,?,-6%,-2%,11%,24%
O=C1NCCn2ccc(=O)cc21,24%,-0.5%,-2%,-4,0%,-2%,-3%,3%,2%,4%
COc1ccc2nc(SC(C)C(=O)NC3CCCC3)[nH]c2c1 (stereo not given),15%,-0.2%,6%,-3,.,3%,-1%,-7%,4%,-16%
CC(=O)N1CCc2cc3nc(C)cc(C)c3cc21,4%,-0.3%,12%,4,-6%,1%,1%,-10%,-5%,31%
O=C(O)CCC1(C(=O)O)CCC(=O)c2ccccc21 (stereo not given),-28%,.,.,.,.,.,0%,-7%,.,2%
Nc1ncnc2nc(SCc3ccccc3)[nH]c12,12%,0.1%,5%,0,-3%,11%,-1%,0%,10%,13%
COC(=O)CCCC1=CC2=C(c3ccccc3)C(=O)C(C)(OC(=O)C3CCCC3)C(=O)C2=CN1C1CC1 (stereo not given),15%,0.0%,-1%,5,-2%,0%,-3%,2%,-16%,-13%
CCOc1ccc(NC(=O)Nc2ccc3c(c2)nnn3C)cc1,-22%,0.0%,12%,2,11%,10%,-3%,1%,3%,35%

# Remaining list, next part:
canonical_smiles,Integrin act MD,B2AR arrestin,p53 reactivation,TRPV1 agonist,CXXC DNA block,ELG1 repair inh,TSG101-PTAP inh,TCR act,A-T KAP1 phos,BRCA1 expr act
O=C(Nc1cccs1)Nc1c(F)c(F)cc(F)c1F,-31%,-0.2%,-1%,2,8%,-17%,-3%,0%[46.1 µM],1%,-1%
CCCCOCCCNC(=O)N[C@H](C(=O)OC)C(C)CC (stereo not given in full),15%,-1.1%,0%,2,1%,0%,-2%,-2%,0%,1%
Cc1cc(C)cc(OCC(=O)OCC(=O)c2ccc3c(c2)NC(=O)CO3)c1,11%,0.2%,0%,13,-2%,-4%,-4%,4%,0%,-10%
CCC(=O)N1c2ccc(S(=O)(=O)N3CCOCC3)cc2CC1C (stereo not given),7%,0.1%,14%,2,-4%,10%,0%,-5%,-12%,0%
O=C(COC(=O)C1CCCCC1)Nc1ccccc1OC(F)F,-10%,-0.7%,0%,25,1%,12%,2%,3%,2%,-16%
Cc1ccccc1OCC(=O)NCC(=O)N/N=C/c1ccc(Br)o1,-11%,-0.7%,-12%,0,0%,-15%,1%,-2%[46.1 µM],-1%,14%
C=CCNC(=S)/N=c1\sccn1C,2%,-0.1%,5%,-1,-5%,15%,-4%,.,-8%,53%
CN(C)CCOC(=O)c1cccc(Br)c1,-7%,0.1%,10%,0,1%,-1%,-1%,0%,.,-6%
COc1ccccc1OCC(=O)N/N=C1\CCc2ccccc21,44%,0.0%,25%,-2,1%,?,-8%,2%,2%,?
O=C(NC1CCN(Cc2ccccc2)CC1)C1CCCN(S(=O)(=O)c2cccc3nonc23)C1 (stereo not given),-31%[inhibitor],6.0%,2%,6,2%,?,0%,2%,-1%,-4%
COC(=O)c1cc(OC)c(OC)cc1NC(=O)CCCCCN1C(=O)CCC1=O,15%,0.1%,-8%,1,-4%,?,0%,3%,5%,-1%
CCc1ccc(NC(=O)CN(CC(=O)Nc2ccc(CC)cc2)CC(C)O)cc1 (stereo not given),3%,0.7%,-2%,-7,46%[activator],?,-7%,-2%,?,-38%

# Individual results from the list.
# Result of O=C(COC(=O)C1CCCCC1)Nc1ccccc1OC(F)F under A-T KAP1 phos: 2%
# Result of CCc1ccc(NC(=O)CN(CC(=O)Nc2ccc(CC)cc2)CC(C)O)cc1 (stereo not given) under TSG101-PTAP inh: -7%
# Result of O=C(NC1CCN(Cc2ccccc2)CC1)C1CCCN(S(=O)(=O)c2cccc3nonc23)C1 (stereo not given) under CXXC DNA block: 2%

# (more compounds)
canonical_smiles,Integrin act MD,B2AR arrestin,p53 reactivation,TRPV1 agonist,CXXC DNA block,ELG1 repair inh,TSG101-PTAP inh,TCR act,A-T KAP1 phos,BRCA1 expr act
C/C(=N\NC(=O)C1CC1)c1ccc(C)c(C)c1,8%,0.0%,12%,19,7%,?,-7%,-4%,3%,10µM*
O=C(C(c1ccccc1)c1ccccc1)N(Cc1ccco1)C1CCS(=O)(=O)C1 (stereo not given),-6%,0.1%,-8%,5,-1%,-26%,-8%,7%,-2%,-13%
O=C(COC(=O)Cc1ccc(Cl)cc1)NC1CCCC1,23%,-0.3%,10%,9,.,9%,-2%,15%,2%,3%
CCN(CC(=O)Nc1ccccc1OC)C(=O)c1ccc(NC(=O)c2cccs2)cc1,24%,-0.2%,-5%,-1,.,?,-1%,-1%,-3%,21%
Cc1[nH]c2ccccc2c1C(=O)CN1C(=O)NC2(CC(C)CC(C)(C)C2)C1=O (stereo not given),2%,-0.5%,-16%,-2,16%,?,-3%,1%[46.1 µM],-3%,-59%
O=C(CCCc1ccccc1)NCCCc1ccccc1,29%,-0.7%,8%,?,-3%,-5%,-4%,6%,5%,-5%
CCN(CC)CCCNC(=O)C1CCC(=O)N(c2ccc(OC)cc2)C1c1ccc(F)cc1 (stereo not given),-11%,0.3%,-3%,2,3%,26%,-1%,-47%,-3%,17%
COC(=O)Cn1cnc2sc3c(c2c1=O)CCCC3,-8%,0.6%,-1%,12,2%,4%,-2%,-6%,3%,18%

# Limited to Integrin act MD (2 entries from above):
molecule,Integrin act MD
O=C(CCCc1ccccc1)NCCCc1ccccc1,29%
O=C(C(c1ccccc1)c1ccccc1)N(Cc1ccco1)C1CCS(=O)(=O)C1 (stereo not given),-6%
